High-throughput results deposited in PubChem by several laboratories.
Bim-Mcl-1: inhibitors of Bim peptide binding to Mcl-1, primary screen, biochemical, bead-based flow cytometry, multiplex. Bim peptide-Mcl-1 binding. Induced myeloid leukemia cell differentiation protein Mcl-1 (Homo sapiens), Q07820. inhibition, % at 10 µM. actives 0.1% (n = 190,000); in the data active = inhibition above about 40%;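 note: 0% = no compound tracer wells and 100% = peptide blocker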
Target sequence (Q07820 whole entry, looked up): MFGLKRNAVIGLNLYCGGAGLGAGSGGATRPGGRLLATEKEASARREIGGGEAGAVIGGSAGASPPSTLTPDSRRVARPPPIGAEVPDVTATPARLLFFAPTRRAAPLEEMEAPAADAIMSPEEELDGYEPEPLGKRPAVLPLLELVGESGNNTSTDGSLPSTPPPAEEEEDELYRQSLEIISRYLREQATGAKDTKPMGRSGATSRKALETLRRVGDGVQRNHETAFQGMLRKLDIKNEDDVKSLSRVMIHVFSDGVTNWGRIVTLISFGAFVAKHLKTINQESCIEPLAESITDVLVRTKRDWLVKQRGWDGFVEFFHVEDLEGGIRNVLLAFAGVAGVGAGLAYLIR
Rab2 wt GTP: modulators of GTP binding to Rab2A wildtype, primary screen, biochemical, dog, bead-based flow cytometry, multiplex; Ras-related protein Rab-2A (Canis lupus familiaris), P61105; GST-Rab2 wt beads, Bodipy-GTP binding; GTP binding activity, % at 10 µM; actives 0.19% (n = 190,000); AID 760, 2007;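 active = GTP binding activity at least 20 points away from 100%, either lowered or raised; inconclusive = signal likely due to the compound's own green fluorescence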;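 note: 0% = beads with excess unlabeled GTP and 100% = no-compound control corrected for plate trend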
Mcl1-Noxa inh: Mcl-1/Noxa binding inhibitors, primary screen, biochemical, TR-FRET, 1536-well; inhibition, % at 21.7 µM; actives 1.5% (n = 220,000); TR-FRET Mcl-1/Noxa peptide binding, 2 h; Induced myeloid leukemia cell differentiation protein Mcl-1 (Homo sapiens), Q07820;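 active = compounds that cut the protein-peptide binding signal by more than 50% relative to plate controls in a single-dose test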;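 note: His-tagged Mcl-1 with rhodamine Noxa BH3 peptide and terbium anti-His antibody; 0% = Mcl-1 plus Noxa peptide wells and 100% = peptide-only wells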
Rac1 mut GTP: GTP binding modulators of activated mutant Rac1, primary screen, biochemical, bead-based flow cytometry, multiplex, fluorescent GTP; GST-Rac1 activated beads; actives lie on both sides; 100% means binding = to untreated wells; percent activity (GTP binding), % at 10 µM; actives 0.11% (n = 190,000); Ras-related C3 botulinum toxin substrate 1 (Homo sapiens), P63000;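 active = GTP binding at least 20 percentage points away from the 100% baseline, in either direction, so actives lie on both sides; inconclusive = Compound likely fluorescent itself, or too few beads counted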
Pf gametocyte: late stage P. falciparum gametocyte viability inhibitors, primary screen, ATP luminescence, HTS | actives 0.065% (n = 150,000) | P. falciparum stage V gametocytes, 24 h | inhibition, % at 10.9 µM | AID 743093, 2013;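 active = inhibition above the mean plus 3 SD of compounds within the control limits, set per campaign, cut at about 38% in these data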;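 note: 0% = DMSO wells and 100% = medium only without gametocytes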
Rab7 wt GTP bind: modulators of GTP binding to Rab7, primary screen, biochemical, wildtype, multiplex bead flow cytometry. actives 0.055% (n = 190,000). GTP binding activity (percent of control), % at 10 µM. Rab7 GTPase wild type (dog), Bodipy-FL-GTP binding. GST-Rab7 beads, fluorescent GTP binding; actives lie on both sides; untreated = 100%, excess cold GTP = 0%;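 active = fluorescent GTP binding to Rab7 beads changed by at least 20 points from the 100% baseline, either direction, mostly lower; inconclusive = compound itself probably fluorescent, or too few beads counted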;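 note: median green fluorescence of bound Bodipy-FL-GTP per Rab7 bead population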
Avidin bead fluor: green autofluorescence of compounds with avidin beads – biophysical, 488/530 nm, flow cytometry, artefact control, profiling panel; compound fluorescence 488/530 nm; stronger effect = higher value; fluorescence (KMESF) at 10 µM; actives 0.38% (n = 220,000); AID 1775, 2009; in the data active = fluorescence above about 47; note: inactives centre near 10
Cdc42 wt: modulators of GTP binding to wildtype Cdc42, primary screen, biochemical, multiplex bead flow cytometry, Bodipy-GTP | Cell division control protein 42 homolog (Homo sapiens), P60953 | GST-Cdc42 beads; actives lie on both sides | percent activity (GTP binding), % at 10 µM | actives 0.2% (n = 190,000);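 active = percent activity GTP binding at least 20 points away from the 100% baseline, either down as inhibitor or up as activator; inconclusive = compound flagged as likely green fluorescent from well-wide comparison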;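 note: median bead fluorescence of bound Bodipy-FL-GTP at 100 nM; 0% = excess unlabeled GTP control and 100% = no compound control; below 100% means less GTP binding so inhibitor and above means activator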
Target sequence (P60953 whole entry, looked up): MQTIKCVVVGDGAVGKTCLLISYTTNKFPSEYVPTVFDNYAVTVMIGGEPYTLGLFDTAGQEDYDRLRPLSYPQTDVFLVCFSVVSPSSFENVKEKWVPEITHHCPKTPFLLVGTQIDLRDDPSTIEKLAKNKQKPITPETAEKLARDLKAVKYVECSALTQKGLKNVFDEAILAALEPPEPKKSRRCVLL
Rac1 wt modul: wildtype Rac1 GTP binding modulators, primary screen, biochemical, GST-Rac1 beads, flow cytometry, multiplex | Ras-related C3 botulinum toxin substrate 1 (Homo sapiens), P63000 | fluorescent GTP binding; actives lie on both sides; 0 = cold GTP competed, 100 = untreated | GTP binding activity (% of control), % at 10 µM | actives 0.27% (n = 190,000) | AID 757, 2007;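 active = GTP binding activity at least 20 points away from the 100% control level, either lower or higher; inconclusive = compound flagged as likely green fluorescent, judged across all proteins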
HRas wt GTP bind: modulators of GTP binding to HRas wildtype, primary screen, biochemical, bead-based flow cytometry, multiplex; GTPase HRas (Homo sapiens), P01112; GST-Ras wt beads, Bodipy-FL-GTP binding; actives lie on both sides; GTP binding activity, % at 10 µM; actives 0.14% (n = 190,000);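 active = GTP binding activity at least 20% away from the 100% baseline, either lowered as inhibitor or raised as activator; inconclusive = flagged as likely green fluorescent, judged across all proteins in the well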;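 note: 0% = unlabeled GTP competition control and 100% = no-compound control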
Target sequence (P01112 whole entry, looked up): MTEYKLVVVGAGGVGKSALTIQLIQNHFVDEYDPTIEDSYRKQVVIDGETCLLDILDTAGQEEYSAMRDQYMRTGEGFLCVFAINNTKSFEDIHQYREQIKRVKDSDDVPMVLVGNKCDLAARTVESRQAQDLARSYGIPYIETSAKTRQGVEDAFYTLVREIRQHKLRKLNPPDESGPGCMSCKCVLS
Mcl1 Bid PPI: Mcl-1/Bid binding inhibitors, primary screen, biochemical, TR-FRET, 1536-well. Induced myeloid leukemia cell differentiation protein Mcl-1 (Homo sapiens), Q07820. TR-FRET Mcl-1/Bid-Dy647 peptide binding. inhibition, % at 21.7 µM. actives 0.97% (n = 220,000). AID 1021, 2008;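 active = compounds that cut the binding signal by more than half at the single screening dose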;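 note: His-tagged Mcl-1 with europium anti-His antibody binding Bid BH3 peptide; 0% = Mcl-1 plus peptide wells and 100% = peptide-only wells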
Starred values were filed as active, the others as inactive; ? = inconclusive; . = no result given.

No. | canonical_smiles | Bim-Mcl-1 | Rab2 wt GTP | Mcl1-Noxa inh | Rac1 mut GTP | Pf gametocyte | Rab7 wt GTP bind | Avidin bead fluor | Cdc42 wt | Rac1 wt modul | HRas wt GTP bind | Mcl1 Bid PPI
1 | COCCNC(=S)N(Cc1cc2cc(C)ccc2n2nnnc12)C1CCCC1 | 4 | 98 | -11 | 97 | -3 | 95 | 4 | 94 | 99 | 98 | -41
2 | COc1ccc(NC(=O)c2ccc(-n3cccn3)nc2)c(OC)c1 | -1 | 95 | 19 | 99 | -23 | 93 | . | 97 | 96 | 98 | -3
3 | C/C(=N\NC(=S)NC1CCCCC1)c1ccc(OC(F)F)cc1OC(F)F | 0 | 91 | -7 | 94 | . | 93 | 6 | 92 | 91 | 91 | -39
4 | CCOC(=O)c1ccc(NC(=S)N2CCN(CCNC3=CC(=O)CC(C)(C)C3)CC2)cc1 | 0 | 95 | 16 | 96 | . | 93 | 8 | 97 | 98 | 99 | -35
5 | CCOc1ccc(-c2ccc(/C=C3/C(=N)N4C=CSC4=NC3=O)o2)c([N+](=O)[O-])c1 | 1 | 93 | 129* | 95 | 3 | 97 | 14 | 98 | 99 | 94 | 89*
6 | Cc1ccc(-c2nc3ccccc3c(=O)n2CCCn2ccnc2)cc1 | 0 | 103 | 10 | 98 | . | 104 | 14 | 97 | 103 | 101 | -14
7 | COc1cccc(-n2c(SCC(=O)NCc3cccs3)nc3ccccc3c2=O)c1 | -3 | 96 | 12 | 98 | 14 | 98 | 7 | 98 | 101 | 97 | 2
8 | CC(C)N1CC(C(=O)Nc2nc3ccccc3s2)CC1=O (centres undefined) | 0 | 101 | -26 | 99 | -6 | 100 | 10 | 101 | 100 | 100 | -12
9 | CC(=O)N1CCC2(CC1)C/C(=N\NC(=S)Nc1ccc(C)cc1)c1cc(O)ccc1O2 | -4 | 97 | -22 | 94 | 6 | 94 | 10 | 98 | 94 | 96 | -101
10 | C=CCNS(=O)(=O)c1ccc(OCC(=O)OC)cc1 | 2 | 98 | -2 | 100 | -12 | 96 | 12 | 101 | 102 | 100 | -12
11 | CC(C)(C)NC(=O)c1ccccc1NC(=O)C1CCCO1 (centres undefined) | -3 | 99 | 30 | 96 | 11 | 100 | 9 | 101 | 103 | 97 | -24
12 | COc1ccc(N2CCN(C(=O)CCCn3c(=O)[nH]c4ccsc4c3=O)CC2)cc1 | -1 | 102 | 2 | 100 | . | 101 | 8 | 104 | 104 | 101 | -46
13 | Cc1ccc(S(=O)(=O)Nc2c3ccccc3nc(=O)n2-c2ccccc2)cc1 | -4 | 101 | 14 | 97 | -22 | 102 | 12 | 100 | 98 | 98 | -20
14 | CCOC(=O)C1CCCN(C(=O)c2ccc(Cn3c(=S)[nH]c4cc(C(=O)OC)ccc4c3=O)cc2)C1 (centres undefined) | 0 | 97 | 38 | 98 | 13 | 97 | 16 | 101 | 104 | 100 | -36
15 | O=C(NC(=S)NCCSc1ccccc1)c1cccnc1 | -6 | 102 | -1 | 103 | 7 | 96 | 14 | 104 | 100 | 100 | -56

Seven structures from above, arranged by number of heavy atoms, smallest number first.
No. | canonical_smiles | Bim-Mcl-1 | Rab2 wt GTP | Mcl1-Noxa inh | Rac1 mut GTP | Pf gametocyte | Rab7 wt GTP bind | Avidin bead fluor | Cdc42 wt | Rac1 wt modul | HRas wt GTP bind | Mcl1 Bid PPI
8 | CC(C)N1CC(C(=O)Nc2nc3ccccc3s2)CC1=O (centres undefined) | 0 | 101 | -26 | 99 | -6 | 100 | 10 | 101 | 100 | 100 | -12
6 | Cc1ccc(-c2nc3ccccc3c(=O)n2CCCn2ccnc2)cc1 | 0 | 103 | 10 | 98 | . | 104 | 14 | 97 | 103 | 101 | -14
3 | C/C(=N\NC(=S)NC1CCCCC1)c1ccc(OC(F)F)cc1OC(F)F | 0 | 91 | -7 | 94 | . | 93 | 6 | 92 | 91 | 91 | -39
5 | CCOc1ccc(-c2ccc(/C=C3/C(=N)N4C=CSC4=NC3=O)o2)c([N+](=O)[O-])c1 | 1 | 93 | 129* | 95 | 3 | 97 | 14 | 98 | 99 | 94 | 89*
7 | COc1cccc(-n2c(SCC(=O)NCc3cccs3)nc3ccccc3c2=O)c1 | -3 | 96 | 12 | 98 | 14 | 98 | 7 | 98 | 101 | 97 | 2
9 | CC(=O)N1CCC2(CC1)C/C(=N\NC(=S)Nc1ccc(C)cc1)c1cc(O)ccc1O2 | -4 | 97 | -22 | 94 | 6 | 94 | 10 | 98 | 94 | 96 | -101
4 | CCOC(=O)c1ccc(NC(=S)N2CCN(CCNC3=CC(=O)CC(C)(C)C3)CC2)cc1 | 0 | 95 | 16 | 96 | . | 93 | 8 | 97 | 98 | 99 | -35

Next section
No. | canonical_smiles | Bim-Mcl-1 | Rab2 wt GTP | Mcl1-Noxa inh | Rac1 mut GTP | Pf gametocyte | Rab7 wt GTP bind | Avidin bead fluor | Cdc42 wt | Rac1 wt modul | HRas wt GTP bind | Mcl1 Bid PPI
16 | COc1ccc(NS(=O)(=O)c2cccc(NC(=O)c3ccc(S(=O)(=O)N4CCCCCC4)cc3)c2)cc1 | -4 | 103 | 11 | 104 | . | 96 | 15 | 99 | 103 | 102 | -6
17 | Nc1nc(-c2ccccc2)c(-c2ccc([N+](=O)[O-])cc2)s1 | -3 | 95 | 8 | 91 | . | 97 | 8 | 90 | 90 | 94 | -16
18 | O=C(CSc1ncnc2c1nnn2Cc1ccc(F)cc1)NC1CCCC1 | -6 | 94 | 18 | 97 | 7 | 96 | 5 | 96 | 100 | 97 | 15
19 | Cc1cccc(OCc2nnc3n2CCCCC3)c1 | -2 | 102 | -6 | 100 | 11 | 106 | 15 | 100 | 107 | 104 | -27
20 | O=C(Nc1c(F)cc(F)cc1Br)c1cc(-c2ccco2)on1 | 2 | 99 | 0 | 99 | -2 | 100 | 27 | 98 | 99 | 99 | -15
21 | COc1ccc(S(=O)(=O)N2Cc3ccccc3CC2C(=O)N2CCOCC2)cc1OC (centres undefined) | -1 | 94 | 7 | 95 | . | 97 | 8 | 97 | 94 | 98 | -11
22 | CC(=O)N1C(=O)N(C(C)=O)C2C1N(C(C)=O)C(=O)N2C(C)=O (centres undefined) | -3 | 99 | 9 | 99 | -7 | 99 | 14 | 104 | 103 | 101 | -11
23 | CCc1ccc2nc(SCC(=O)NCC3CCCO3)c(C#N)cc2c1 (centres undefined) | 0 | 99 | 0 | 96 | . | 104 | 9 | 95 | 99 | 99 | -14
24 | CC(=O)N(Cc1cccnc1)Cc1cc2ccccc2[nH]c1=O | -2 | 97 | 1 | 97 | 18 | 96 | 13 | 96 | 106 | 101 | -21
25 | O=C(NCCNC1CCN(Cc2ccccc2)CC1)c1cccs1 | -1 | 98 | 7 | 94 | . | 103 | 12 | 100 | 99 | 102 | 8
26 | COc1cccc(NC(=S)NCc2ccc3c(c2)cc(C)n3C)c1 | 0 | ? | -10 | ? | -42 | ? | 5 | ? | ? | ? | -49
27 | Cc1ccc(-c2nnc(-c3ccccc3S(=O)(=O)Cc3ccc(Cl)cc3)o2)cc1 | -7 | ? | -35 | ? | -12 | ? | 35 | ? | ? | ? | -10
28 | COC(=O)c1sccc1NC(=O)c1cccc(OC)c1 | 0 | 102 | 2 | 99 | -6 | 104 | 11 | 103 | 109 | 104 | -13
29 | O=C(CSc1nnc(-c2ccc(Br)cc2)o1)Nc1cccc2ccccc12 | 3 | 92 | 10 | 93 | . | 92 | 13 | 96 | 91 | 95 | -1
30 | COc1cccc(/C=N/NC(=O)c2cc(C34CC5CC(CC(C5)C3)C4)[nH]n2)c1 | -2 | 101 | -6 | 100 | -26 | 99 | 10 | 98 | 101 | 101 | -14
31 | COc1ccc(C(F)(F)F)cc1N/C=C\c1nnnn1-c1ccc(C)cc1 | -1 | 92 | . | 91 | . | 93 | 13 | 92 | 90 | 94 | -21
32 | O=C(c1noc2c1CCc1ccccc1-2)N1CCOCC1 | -2 | 99 | -2 | 98 | -10 | 101 | 7 | 102 | 100 | 99 | -20
33 | CCn1c(-c2ccc3ncccc3c2)n[nH]c1=S | -4 | 103 | 10 | 99 | . | 99 | 12 | 103 | 102 | 103 | -73
34 | CN(C)S(=O)(=O)N1CCN(c2ccccc2Cl)CC1 | -1 | 105 | 6 | 100 | -51 | 103 | 9 | 102 | 110 | 103 | -8
35 | COc1cccc(-c2cc(=O)[nH][nH]2)c1 | 1 | 93 | 0 | 94 | 7 | 99 | 8 | 96 | 97 | 95 | -67
36 | CCC/C(=N\NC(=O)c1ccc(OC)c(OC)c1)c1ccccc1 | 0 | 92 | 4 | 87 | -12 | 100 | 9 | 88 | 92 | 92 | -19
37 | CN(CC(=O)Nc1ccc(S(=O)(=O)N2CCCC2)cc1)CC(=O)Nc1cccc(F)c1 | 0 | 98 | -14 | 94 | . | 103 | 19 | 98 | 97 | 98 | -3
38 | O=C(Nc1ccc(Cl)cc1C(=O)NCC1CCCO1)c1ccc(Cl)cc1Cl (centres undefined) | 5 | 101 | 10 | 101 | 13 | 97 | 9 | 104 | 105 | 99 | 40
39 | CCOC(=O)C1CCN(C(=O)c2cccnc2Cl)CC1 | 0 | 106 | -1 | 101 | -16 | 106 | 18 | 107 | 108 | 108 | -12
40 | Cc1cc(O)c(/C=N/Nc2cccc(Cl)c2)c(=O)o1 | -1 | 104 | -9 | 101 | 30 | 102 | 7 | 107 | 104 | 105 | -86
41 | COc1ccccc1N1CCN(C(=O)CN(C2CCCCC2)S(C)(=O)=O)CC1 | 0 | 95 | 11 | 94 | 0 | 95 | 6 | 97 | 95 | 97 | -11
42 | Cc1c(O)ccc(C(=O)CN2C(=O)c3ccccc3C2=O)c1O | -1 | 98 | 9 | 97 | 3 | 95 | 5 | 98 | 98 | 98 | -78
